SSB-PriA inh = inhibitors of Klebsiella pneumoniae PriA binding to SSB C-terminal tail, primary screen, biochemical, AlphaScreen | inhibition, % at 33 µM | PriA–SSB C-terminal tail interaction (Klebsiella pneumoniae) | AlphaScreen SSBct-PriA binding, biotinylated peptide | 430,000 tested, 0.6% active; in the data active = inhibition mostly above about 37%, no sharp cut-off; inactive = mostly below about 20%;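 note: plate controls were negative control peptide for no effect and reference peptide for full effect; strong numbers were not always called active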
Active calls of the source: *; & = joins results of further samples.

structure	SSB-PriA inh
NC(=Nc1nc2c(c(=O)[nH]1)CCCC2)Nc1ccc(Oc2ccccc2)cc1	-17.3
Cc1cc(C(=O)N(Cc2cccs2)C2CCOCC2)c(C)o1	11.0
NC(=O)c1cc(C2CCCCN2C(=O)CCn2cnc3ccccc3c2=O)[nH]n1 (stereo not drawn)	2.0
Cc1ccc2nc3sc(Nc4cc(F)ccc4F)nn3c(=O)c2c1	-1.0
O=C(c1cc(-c2cccs2)[nH]n1)N1CCC[C@H](c2nnc(-c3ccsc3)o2)C1	-2.0
O=C(Nc1ccc(Cl)cc1[N+](=O)[O-])C1COc2ccccc2O1 (stereo not drawn)	-4.0
CC(O)(CNC(=O)Nc1ccc(Cl)c(Cl)c1)c1ccc2c(c1)OCO2 (stereo not drawn)	-8.0
CCCc1noc2c1C(=NO)CCC2	-22.8
Cc1cc(C)c[n+](CC(N)=O)c1	-16.0
O=C(COc1ccc(Cl)cc1Cl)NCC1CCN(Cc2cccs2)CC1	-2.0&0.0
O=C(c1cc(Nc2ccc(Br)cc2)c2ccccc2n1)N1CCSCC1	-7.0
CCn1ncc(CN(C)S(=O)(=O)c2[nH]ncc2C(=O)O)c1C	-2.0
O=S(=O)(c1cccs1)N1CCN(C[C@H](O)c2cccs2)CC1	-7.0
O=C(Cn1cccc1)Nc1cc(N2CCOCC2)ncn1	4.0
COc1ccc(-c2cn3c(CC(=O)Nc4ccc(C(F)(F)F)cc4)csc3n2)cc1	-13.0&8.0
Cc1c(Cl)cccc1NC(=O)c1cc(-c2ccc(F)cc2)c[nH]1	-3.0
CS(=O)(=O)c1nc2ccccc2n1CC(=O)N1CCCc2ccccc21	7.0
COc1ccc(OC)c(S(=O)(=O)NCCn2nc(-c3cccs3)ccc2=O)c1	1.0
O=C(Cc1ccccc1)NCCOc1ccccc1	-27.0&-22.0
O=C(CCC(=O)c1ccc(Cl)cc1)Nc1nc2c(s1)COCC2	-22.0
O=C(CNS(=O)(=O)c1cccc(Cl)c1)N1CC(Oc2nccs2)C1	-10.0
O=C(C1CC1)N1CC(S(=O)(=O)c2ccc(F)cc2)C1	-10.0
COc1cccc2sc(NC(=O)[C@@H]3COc4ccccc4O3)nc12	-2.0
O=C(Nc1c(F)cc(F)cc1Br)c1cc(-c2ccc3c(c2)OCO3)on1	-14.0
CN(C)c1ccc(C=NN2C(=S)SC(C)(C)C2N(O)C(=O)Nc2ccc([N+](=O)[O-])cc2)cc1 (stereo not drawn)	45.5*
O=C(NCC1(CO)CC1)c1ccco1	-14.0
CC(=O)Nc1ccc(SCCCC(=O)Nc2cc(C)on2)nn1	1.0
CCN(CC)CCN(C(=O)c1ccc(S(=O)(=O)N(CC)Cc2ccccc2)cc1)c1nc2cc(OC)ccc2s1	6.0
O=C(CSc1ncc(-c2ccc(F)cc2)o1)NCc1ccccc1	-17.0&-5.0
CCOc1ccc(S(=O)(=O)N2CCc3oncc3C2)cc1F	4.0
O=S(=O)(Nc1ccc2cn[nH]c2c1)c1ccc(Br)cc1	0.0
CN1C(=O)C(C)(C)COc2ccc(NS(=O)(=O)Cc3ccccc3Cl)cc21	3.0
C=CCCC(=O)N1CCC(N2CCCC2COCc2ccccc2)CC1 (stereo not drawn)	-12.0
O=C(NCc1nn(C2CCCC2)c2c1CCCC2)c1ccsc1	-4.0
CC(=O)N1CCN(C(=O)C(=O)NCC(c2ccc(N(C)C)cc2)N2CCOCC2)CC1 (stereo not drawn)	3.0
CCSc1ccc(NC(=O)C(C)C)nn1	-4.0
CCS(=O)(=O)c1ccccc1C(=O)N1CCC(c2nc3ccccc3s2)CC1	8.0
O=[N+]([O-])CC(c1ccc(Cl)cc1)c1c(-c2ccccc2)[nH]c2ccccc12 (stereo not drawn)	15.0
Cn1nc(C2CCN(CC(=O)NCc3ccco3)CC2)n(-c2ccccc2)c1=O	-10.0
CCCCNC(=O)ON=C(N)CS(=O)(=O)C(C)(C)C	-6.6
O=C(Nc1cnc(-n2ccnc2)nc1)c1ccccn1	-11.0
Cc1cc(NC(=O)CCn2nnc3ccccc3c2=O)sn1	1.0
O=C(NCC[C@H](O)c1cc2ccccc2o1)C1c2ccccc2Oc2ccccc21	-5.0
CCOC(=O)c1sc(NC(=O)CSc2ccc(-c3sc(-c4ccc(F)cc4)nc3C)nn2)nc1C	0.0
COc1cc(NC(=O)CCC(=O)O)c(OC)cc1Cl	-11.0&1.0
O=C(CCN1CCOCC1)NN=Cc1cc(Br)cc(Br)c1O	24.9
Cc1cc(C)n(CCC(=O)N2CCC(n3c(=O)[nH]c4ccc(F)cc4c3=O)CC2)n1	-18.0
Cc1cc(NC(=O)CSc2nc(-c3ccccc3)cc(=O)[nH]2)no1	-9.0
COc1ccc(NC(=S)N=C(N)Nc2nc(C)c3ccc(C)cc3n2)cc1	-2.3
CCOC(=O)c1oc2cc(O)ccc2c(=O)c1-c1ccc2c(c1)OCCO2	-11.0

(cont.)
structure	SSB-PriA inh
O=c1c2cc(-c3ccccc3)nn2cnn1Cc1cccc(C(F)(F)F)c1	-5.0
CCc1ccccc1NC(=O)/C=C/c1ccc(C)o1	2.0
C=CCSc1ncc(-c2ccc(Br)cc2)n1-c1cccc(C(F)(F)F)c1	-21.0
O=C(/C=C/c1ccccc1)Nc1nnc(SCC(=O)c2ccccc2)s1	-11.0
CCOCCCn1c(SCc2nc(-c3ccc(F)cc3)no2)nc2ccccc2c1=O	-3.0
Cn1nccc1C(=O)Nc1ccc2scnc2c1	-14.0&-9.0
O=C(Nc1nc(-c2cccs2)cs1)c1cc([N+](=O)[O-])ccc1Cl	5.0
Cc1nn(C2CCS(=O)(=O)C2)c2nc(-c3cccs3)cc(C(=O)Nc3ccc(C(C)C)cc3)c12 (stereo not drawn)	-2.0
CCc1ccccc1NC(=O)C(=O)NCCCN1CCOC(c2ccccc2)C1 (stereo not drawn)	7.0
COc1coc(C(=O)Nc2ccc(N(C)C)cc2)cc1=O	1.0
Cc1nc(C(=O)O)c(C(=O)c2cccs2)s1	1.0
O=C(COc1ccnc2c1CCCC2)Nc1ccc(S(=O)(=O)Nc2nccs2)cc1	-6.0
CCc1ccc(-n2nnnc2SC(C)C(=O)Nc2ccc(S(N)(=O)=O)cc2)cc1 (stereo not drawn)	28.0
COc1ccc(NC(=O)c2ccc(S(=O)(=O)N3CCOCC3)cc2)cc1OC	-5.0
CC1=C(C=NNc2ccc([N+](=O)[O-])cc2[N+](=O)[O-])C(C)(C)CCC1	11.6
N#Cc1ccc(-c2csc(NC(=O)c3cccc(Br)c3)n2)cc1	1.0
O=C(CCS(=O)(=O)c1ccc(F)cc1)Nc1ccccc1Oc1ccccc1	2.0
O=C(Nc1cccc(Br)c1)c1ccc(-n2ccnc2)nn1	-16.0
COCCNC(=O)CCCSc1ccc(NC(=O)c2ccco2)nn1	-1.0
Cc1cc(-c2n[nH]c(=S)n2N=Cc2cccs2)n[nH]1	-0.7
CCOC(=O)c1c(NC(=O)CNc2ccc(OC)cc2)sc2c1CCCC2	3.0
O=C(NCCc1csc(-c2ccc(F)cc2)n1)Oc1ccccc1	-9.0
C=CCn1c(SCCC(=O)Nc2ccc(-c3nc4ccccc4s3)cc2)nc2scc(-c3ccccc3Cl)c2c1=O	-3.0
CCOC(=O)c1ccc(NC(=O)Cn2c(C)cc(C)c(S(=O)(=O)c3ccccc3)c2=O)cc1	2.0
COCCn1c(SCC(=O)Nc2cc(Cl)ccc2OC)nc2c(c1=O)S[C@@H](C)C2	-2.0

Shown field by field: 3 of the compounds above.
> COc1ccc(OC)c(S(=O)(=O)NCCn2nc(-c3cccs3)ccc2=O)c1
  SSB-PriA inh: 1.0
> O=C(Cc1ccccc1)NCCOc1ccccc1
  SSB-PriA inh: -27.0&-22.0
> O=C(CCC(=O)c1ccc(Cl)cc1)Nc1nc2c(s1)COCC2
  SSB-PriA inh: -22.0

Further entries follow:
structure	SSB-PriA inh
O=C(NCc1ccccn1)C(=O)Nc1cccc(N2CCCCC2=O)c1	3.0
COc1ccc(F)cc1S(=O)(=O)NC1CNC(=O)C1 (stereo not drawn)	-4.0
CC(C)(C)c1csc(CN2CCN(C(=O)c3cccc4ccccc34)CC2)n1	19.0
Cc1cnc2c(c1NCCC1=CCCCC1)c(=O)n(C)c(=O)n2C	-4.0
CCc1ccc(-n2nnc3c(=O)n(Cc4nc(-c5cccc(C)c5)no4)cnc32)cc1	-11.0
CC(=O)Nc1ccc(SCc2cccc(C(F)(F)F)c2)nn1	0.0
C=CCOC(=O)COc1cc2c(C(=O)OCC)c(C)oc2cc1Br	-12.0
CNc1cc(S(N)(=O)=O)ccc1OC	1.0
Cc1sc2ncnc(SCC(=O)c3cc(C)n(Cc4ccco4)c3C)c2c1C	-18.0
O=C(NCc1ccccc1-c1ccsc1)c1ccncc1	-9.0
Cn1c(=O)c2c(nc(Cl)n2Cc2c(F)cccc2Cl)n(C)c1=O	-6.0
COC(=O)c1cc(N=Nc2ccc(O)c3ccccc23)cc(C(=O)OC)c1	-17.0
Cc1cccc(CC(=O)N2CCC(Cn3cccn3)CC2)c1	13.0
CCOc1ccc2nc(N(CCN(C)C)C(=O)COc3ccccc3)sc2c1	16.0
COc1ccc(CCNC(=O)CSc2ncnc3[nH]ncc23)cc1OC	9.0
Cc1cc([C@@H](O)CCNC(=O)C(=O)Nc2ccc3c(c2)N(S(C)(=O)=O)CCC3)c(C)o1	8.0
O=C(Nc1ccccc1)Nc1nc(CC(=O)N2CCN(c3ccc(F)cc3)CC2)cs1	-9.0
O=C1N=C(N2CCN(c3ccccc3[N+](=O)[O-])CC2)S/C1=C\c1cn[nH]c1-c1ccccc1	28.0
O=C(NCc1ccccc1Cl)c1sccc1S(=O)(=O)N1CCN(c2ccc(F)cc2)CC1	-8.0
O=C(O)CCC1(c2ccccc2)NC(=O)N(CC(=O)Nc2ccccc2F)C1=O (stereo not drawn)	5.0&23.0
COCCn1cc(NC(=O)Nc2cc(Cl)ccc2C)c2ccccc21	21.0
O=C(Nc1ccccc1)Nc1ccc(O)c2ccccc12	13.0
CCN(C=Nc1sc2c(c1C#N)CC(C)(C)NC2(C)C)CC	0.9
Cn1nc(CNS(=O)(=O)CCOc2ccccc2)c2c1CCCC2	-8.0
COc1ccc(NC(=O)Cn2cccc(-c3nc(-c4ccc(OC)c(OC)c4)no3)c2=O)c(OC)c1	4.0
O=C(NCCc1ccc(N2CCCC2)cc1)c1ccc(F)c(F)c1	2.0
C/C=C/c1ccc(OCCn2c(CN(C)C(C)=O)nc3ccccc32)c(OC)c1	-3.0
CC(=O)N1CCN(c2c(C)cnc3c2c(=O)n(CC(=O)NC2CCCC2)c(=O)n3C)CC1	-8.0
COc1ccccc1N1CCN(C(=O)CC2CSc3nc(C(C)C)cc(=O)n32)CC1 (stereo not drawn)	-2.0
O=C(O)CCCn1c(-c2ccc(Br)cc2)nc(=S)c2c1CCCC2	-10.0
COc1ccc(-c2ccc(S(=O)(=O)NCCSC3CCOCC3)cc2)cc1	-19.0
O=S(=O)(Nc1ccc(-c2cn3c(n2)SCC3)cc1)c1cccc(C(F)(F)F)c1	4.0
COc1ccc(-c2nnc3ccc(SCC(=O)Nc4ccc(C(F)(F)F)cc4)nn23)cc1	1.0
O=C(Nc1c(F)cccc1F)N1CCC(c2ccsc2)CC1	-8.0
O=C(NCc1cccc(C(F)(F)F)c1)c1nnn(Cc2cccc(F)c2)c1-n1cccc1	-8.0
O=[N+]([O-])c1cccc(/C=N\NC(=S)NCCc2ccccc2)c1	-4.0
O=C(NN=Cc1ccc(Br)o1)C1COc2ccccc2O1 (stereo not drawn)	-4.7
O=C1Cc2cc(NC(=O)c3ccco3)ccc2N1	3.0
Cc1ccc(Cn2cc(C(=O)NNC(=O)NCc3ccc(F)cc3)ccc2=O)cc1	-23.0
Cc1ccc(Cl)c2sc(N(CCN3CCOCC3)C(=O)c3cccc(S(C)(=O)=O)c3)nc12	-5.0
O=C(CN1CCC(c2cccs2)CC1)N1CCC(Cc2ccccc2)CC1	4.0
Cc1cccc(NC(=O)CCCS(=O)(=O)Cc2ccccc2)n1	-24.0&-7.0
Cc1ccc(NC(=O)C(=O)NCC2(O)Cc3ccccc3C2)cc1Cl	-1.0
Cc1nc(C)c(CC(=O)Nc2nc(-c3ccco3)cs2)s1	-4.0
COc1ccc(S(=O)(=O)CCC(=O)N(Cc2ccccc2)Cc2ccccc2)cc1	-3.0
Cc1ccc(C)c2sc(NC(=O)CN3C(=O)c4ccccc4C3=O)nc12	-1.0
S=C(NN=Cc1ccc(Cl)cc1)N1CCOCC1	6.2
CC(Oc1ccccc1)C(=O)NCc1cnn2c1CCCC2 (stereo not drawn)	-25.0
OC(c1ccncc1)(c1ccncc1)c1ccccn1	40.5
C[C@](O)(CNS(=O)(=O)c1ccccc1Cl)c1ccco1	-25.0

Continued:
structure	SSB-PriA inh
CC(=O)N1CCc2c(sc(NC(=O)C3CCN(S(=O)(=O)c4cccs4)CC3)c2C#N)C1	0.0&-1.0
O=C(c1cnccn1)N1CCN(c2cc(-n3cncn3)ncn2)CC1	-1.0
COCc1c(C(=O)NN=Cc2ccc(C)o2)nnn1-c1nonc1N	-16.2
Cc1c(C(O)=C2C(=O)C(=O)N(CCN(C)C)C2c2cccnc2)cnn1-c1ccccc1 (stereo not drawn)	3.0
Cc1ccccc1-c1noc(CSc2nc(-c3ccccn3)cc(=O)[nH]2)n1	9.0
Cc1ccc(C)c(S(=O)(=O)Nc2ccc3oc(=O)sc3c2)c1	12.0
N#C/C(=C\c1ccc(-c2ccccc2[N+](=O)[O-])o1)c1nc(-c2ccco2)cs1	-1.0
O=C(c1cccc(C(F)(F)F)c1)N1CCc2ncncc2C1	-3.0

This is a subset; the hit share may differ from the screen's.
